# West Nile antiviral = West Nile virus antiviral activity, cell-based, CPE readout (AID 1621); West Nile virus-infected cells, CPE inhibition; higher % means a stronger effect; CPE inhibition, % at 10 µM; hits with a dose series show IC50 in µM; 290,000 compounds, 0.02% hits; in the data active = a potency from the dose series; inconclusive = CPE inhibition mostly from about 3.7% at the one dose, without a potency; inactive = the rest, 99 in 100 with CPE inhibition below about 2.2%; also: strong numbers were not always called active
# PhoP inhibition = PhoP-dependent GFP reporter repression – Salmonella Typhimurium, primary screen (AID 1863) | S. Typhimurium PhoP-regulated promoter GFP reporter, 4 h; higher % means a stronger effect | inhibition, % at 50 µM; hits with a dose series show IC50 in µM | 300,000 compounds, 0.16% hits;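 active = inhibition over 29.93%, a cutoff 3 SD above the screen mean, later confirmed by dose response; inconclusive = inhibition over 29.93% but no dose response follow-up; inactive = inhibition at most 29.93% or unconfirmed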;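 also: 0% = low Mg2+ inducing control and 100% = high Mg2+ repressing control; strong numbers were not always called active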
# Siah-1 displacement = blockers of Siah-1 interaction with plectin peptide – biochemical, fluorescence polarization, rhodamine-plectin, uHTS, primary screen (AID 1817); 290,000 compounds, 0.02% hits; displacement, % at 20 µM, or IC50 in µM where a hit was titrated; Siah-1 / rhodamine-plectin peptide fluorescence polarization; higher % means a stronger effect;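 active = displacement of at least 50% at 20 µM, with a fluorescence ratio check between 0.3 and a set limit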;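 also: plate controls were Siah plus tracer with DMSO for no effect and tracer alone without Siah for full effect; strong numbers were not always called active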
# * marks the source's active call; other numbers are inactive results; ? = inconclusive. The list is partial; the hit share may differ from the screen's.
# Below each compound – West Nile antiviral | PhoP inhibition | Siah-1 displacement
C/C(=N\NC(=O)COc1ccc2ccccc2c1)c1cccs1
    -0.7% | -1% | 2%
Cc1cc(C)cc(NC(=O)CNC(c2ccccc2)c2ccccc2)c1
    -0.8% | 2% | -6%
O=C(c1ccc(CS(=O)(=O)c2ccccc2)o1)N1CCN(c2ccccc2)CC1
    -0.4% | 1% | 36%
Cc1ccc(C23CC4CC(CC(C(=O)OCC(=O)N(C)C)(C4)C2)C3)cc1
    -0.6% | 1% | 2%
O=C(CNC(=O)c1ccc(OC(F)F)cc1)NCC1CCCO1 (stereo not given)
    -0.2% | -2% | 7%
Cc1ccc2c(c1)N(S(=O)(=O)c1ccc(CN3C(=O)c4cccnc4C3=O)s1)CCO2
    0.5% | 1% | 12%
Cc1cc2oc(=O)cc(Cn3ccnc3)c2cc1Cl
    -0.6% | 8% | 0%
CN(CC(=O)Nc1ccc(F)cc1)C(=O)c1ccc(-c2ccc(Cl)cc2)o1
    -0.4% | -5% | -2%
CC1CCc2c(sc(NC(=O)c3cccs3)c2C(=O)O)C1 (stereo not given)
    -0.6% | -5% | 1%
OCC[C@@H]1C[C@H](O)[C@@H](O)[C@@]2(OCCc3ccccc32)O1
    -0.3% | 5% | -2%
CCC(=O)Nc1ccc(CCC(=O)N2CCCC2)cc1
    0.2% | 0% | 11%
COc1cc(C(=S)N2CCN(C(c3ccccc3)c3ccccc3)CC2)cc(OC)c1O
    -1.1% | 2% | 1%
COc1cc(NC(=O)C2CCCN(S(=O)(=O)c3ccc4[nH]c(=O)ccc4c3)C2)cc(OC)c1 (stereo not given)
    1.5% | -7% | -3%
COc1ccc(Cl)cc1CN1C(=O)NC2(CCCCCC2)C1=O
    -0.5% | 5% | -4%
CC(=O)Nc1ccc(NC(=O)Nc2cccc3ccccc23)cc1
    -0.5% | -11% | -1%
CCOc1cccc(C(=O)Nc2ccc3ccccc3c2)c1
    -0.5% | -6% | -2%
Cc1c(C)n(CCO)c2ncnc(Nc3ccc(F)cc3)c12
    -0.7% | 9% | 6%
CCCOC(=O)C1=C(C)NC(=O)NC1c1cccc2ccccc12 (stereo not given)
    -1.1% | 6% | -1%
O=C(NCC1CCOCC1)c1cc(COc2cccc(C(F)(F)F)c2)on1
    0.2% | -6% | 2%
Cc1cc(C)c(C(=O)NC2CCCc3c2cnn3-c2ccc(C)c(C)c2)c(=O)[nH]1 (stereo not given)
    -0.5% | 7% | 0%
CC(C)(C)c1ccc(OCC(=O)Nc2ccncc2)cc1
    -0.8% | 2% | -4%
CC(C)N(CCCNC(=O)Cn1ncc2c([nH]c3ccccc32)c1=O)Cc1ccccc1
    -0.2% | -1% | 0%
CC(C)[C@H](NC(=O)c1ccco1)C(=O)N(C)Cc1ccc(C(F)(F)F)cc1
    -0.2% | 3% | 1%
C/C(=N\NC(=O)c1ccc(Cl)c(Cl)c1)c1ccccn1
    ? | -1% | -5%
Cc1ccc(-c2cc(NC(=O)c3ccccc3[N+](=O)[O-])n[nH]2)cc1
    -1.7% | 0% | -3%
COC(=O)c1scc(C)c1NC(=O)c1ccc(Cl)cc1
    -0.8% | -14% | -6%
N#CC/C(N)=N/Nc1nc2ccccc2nc1Cc1ccccc1
    -0.2% | 16% | -9%
CC1CCN(S(=O)(=O)c2cccc(C(=O)NC3CCCC3)c2)CC1
    -0.8% | -6% | 3%
Nc1ccc(C(=O)N/N=C/c2cn(Cc3ccccc3)c3ccccc23)cc1
    -0.1% | 10% | -3%
Cc1cccc(C(=O)NC(C)c2ccc(-n3ccnc3)cc2)c1C (stereo not given)
    -0.5% | 5% | 1%
CC(=O)c1ccc(S(=O)(=O)NCc2cccnc2)cc1
    -0.7% | 4% | 2%
COc1ccc(C(=O)Nc2ccc3[nH]ncc3c2)cc1OC
    -0.3% | -4% | 1%
COc1cccc(C(CC(=O)O)NS(=O)(=O)c2ccc3c(c2)N(C(C)=O)CC(C)O3)c1 (stereo not given)
    -0.1% | -2% | 1%
CC[C@@]12C(=O)N(c3cccc(Br)c3)C(=O)N1[C@H](c1ccc(Cl)cc1)[C@@H]1C(=O)N(C3CCCCC3)C(=O)[C@@H]12
    -0.4% | -8% | 1%
COc1cc(C)c(Cl)cc1S(=O)(=O)N1CCSC1
    -1.3% | 5% | 1%
Cn1nccc1C(=O)N1CCC(Cc2ccccc2)CC1
    -0.8% | 1% | 0%
O=C(C1CCCN(Cc2ccccc2Cl)C1)N1CCCCC1 (stereo not given)
    -0.1% | -4% | -4%
Cc1[nH]c(C)c(S(=O)(=O)N2CCN(c3ccc(Cl)cc3)CC2)c1C(=O)N1CCCC1
    -0.5% | -11% | 7%
Cn1cc(CNC(=O)C2CCC(=O)N(Cc3ccc(Cl)cc3)C2)cn1 (stereo not given)
    -0.1% | -6% | 0%
CC(C)(C)C(O)C(Cc1ccccc1Cl)n1cncn1 (stereo not given)
    -0.7% | 5% | 6%
COc1cc(NC(=O)c2ccc(F)cc2)c(OC)cc1NC(=O)CN1CCCCC1
    0.4% | -7% | 1%
COc1ccc(OCc2cc(C(=O)N(C)Cc3cc(C4CC4)n[nH]3)no2)c(Cl)c1
    -0.1% | -1% | -7%
COc1ccccc1NC(=O)c1sc2ncn(CC(=O)N3CCC(C)CC3)c(=O)c2c1C
    -0.3% | -5% | 3%
COc1ccc(COC(=O)C2=C(C)NC(=O)NC2c2ccc(O)cc2)cc1 (stereo not given)
    -0.1% | 11% | -2%
CN(Cc1ccc(C(F)(F)F)cc1)C(=O)c1ccc(Oc2ccccc2)cc1
    -1.5% | 9% | 3%
O=C(COc1cccc2ccccc12)Nc1cc(Cl)ccc1C(=O)O
    0.1% | -6% | 3%
CCOc1cccc(C(=O)NC2=NCCS2)c1
    -0.7% | -2% | -3%
CCCCCCCCCCOC(=O)Cn1c(COc2ccccc2OC)[n+](C)c2ccccc21
    0.8% | 29µM* | 1%
O=S(=O)(c1ccccc1)N1CCN(C(c2ccccc2)c2ccc(OC(F)(F)F)cc2)CC1 (stereo not given)
    -0.1% | 1% | 0%
O=C(CCN1C(=O)/C(=C/c2ccccc2Cl)SC1=S)NNC(=O)c1ccccc1O
    0.2% | -3% | -1%
Cc1cccc(NC(=O)CS(=O)CC(=O)Nc2cnc3ccccc3c2)c1C (stereo not given)
    0.2% | 1% | 4%
CSCCC(NS(=O)(=O)c1ccccc1F)C(=O)N1CC=C(c2ccccc2)CC1 (stereo not given)
    -0.4% | -4% | 3%
CC(C)c1ccc(S(=O)(=O)N2CCN(C(=O)c3ccc(N4CCCC4)c([N+](=O)[O-])c3)CC2)cc1
    -0.9% | 1% | -6%
COc1ccc(C(=O)OCC(=O)NC(C)CCc2ccccc2)c(OC)c1 (stereo not given)
    -0.3% | 1% | -3%
O=c1[nH]c2ccccc2nc1-c1c[nH]c2ccccc12
    -1.0% | -7% | -5%
CCCc1cc(C(=O)Nc2ccc(C(=O)c3ccccc3)cc2)n(C)n1
    -1.2% | 4% | -3%
COC(=O)c1c(NC(=O)c2ccoc2C)sc(C)c1C
    -0.1% | -6% | 5%
COCCn1cnc2c1c(=O)n(Cc1ccccc1C#N)c(=O)n2Cc1ccccc1
    -0.9% | 4% | 6%
OC(CN1CCNCC1)Cn1c2ccccc2c2ccccc21 (stereo not given)
    1.3% | 9% | -3%
COc1ccc(NC(=O)NNC(=O)COc2ccc3ccccc3c2)cc1OC
    0.6% | -4% | 1%

# Later entries.
# Below each compound – West Nile antiviral | PhoP inhibition | Siah-1 displacement
O=C(c1cccs1)N1CCC(c2nc3c(nnn3Cc3ccccc3Cl)c(=O)[nH]2)CC1
    -0.4% | -4% | -1%
C=CCn1c(SCC(=O)NC2CCCCC2)nnc1-c1cccnc1
    -0.3% | -1% | 2%
Cc1ccc(S(=O)(=O)Nc2ccc(Nc3ccccc3)cc2)cc1
    -1.2% | 0% | 2%
COc1ccc(S(=O)(=O)Nc2ccccc2C(=O)N2CCOCC2)cc1C
    -0.4% | -2% | -1%
Cc1ccc(-c2nc(CS(=O)(=O)CC(=O)NC3CC3)c(C)o2)cc1
    -0.2% | 0% | 2%
Cc1ccc2c(c1)c1c3n2CCN(C=O)C3CCC1 (stereo not given)
    -0.7% | 2% | -4%
COc1ccc(SCCCn2c(=O)c3c(ncn3C)n(C)c2=O)cc1
    -0.8% | -8% | 0%
CCOC(=O)CNC(=O)C1CCC(CNS(=O)(=O)c2cccc3nsnc23)CC1 (stereo not given)
    0.1% | -1% | 2%
Cc1ccc(NC(=O)C2CCN(S(=O)(=O)c3ccc4[nH]c(=O)oc4c3)CC2)cc1F
    0.5% | -10% | -4%
Cc1cc(C)c(C)c(S(=O)(=O)Nc2ccc(C(=O)N3CCCC3)cc2)c1C
    -0.8% | 7% | 1%
O=C(NCc1ccccn1)C(=O)NCC1OCCCN1S(=O)(=O)c1cc(F)ccc1F (stereo not given)
    0.0% | -4% | -2%
Cc1c(C(N)=O)sc2ncn(CC(=O)N(C)C3CCCCC3)c(=O)c12
    -0.4% | -5% | 2%
O=C(c1cccnc1)N1CCN(C(=O)c2cccc(Cl)c2)CC1
    -0.4% | 3% | 0%
O=C(CCN1C(=O)/C(=C/c2ccc(Cl)cc2)SC1=S)Nc1ccc(C(=O)O)cc1
    -1.5% | 9% | 39%
O=C(c1cccc([N+](=O)[O-])c1)N1CCCC(C(=O)N2CCN(c3ccccc3)CC2)C1 (stereo not given)
    0.1% | -6% | 4%
CCc1ccc2[nH]cc(S(=O)(=O)c3ccc(C)c(C)c3)c(=O)c2c1
    -0.1% | -4% | -1%
CSc1ccc(CN(C)Cc2cc(=O)oc3c(C)c(C)ccc23)cc1
    -1.6% | 14% | -1%
CSc1cccc(NC(=O)c2cccc3cccnc23)c1
    -0.1% | -4% | 10%
COc1cn(-c2ccccc2)nc1C(=O)Nc1ccc(C)cc1Cl
    0.0% | -4% | 15%
FC(F)Oc1ccc(/C=N/n2c(Cc3ccc(Br)cc3)n[nH]c2=S)cc1
    1.2% | 4% | -5%
CCN1C(=O)[C@H]2[C@@H](c3ccc(Cl)cc3)N3C(=O)CN(CCOC)C(=O)[C@@]3(C)[C@H]2C1=O
    1.0% | -5% | 2%
O=C(O)/C=C/C(=O)N1CCN(Cc2ccc3c(c2)OCO3)CC1
    -0.1% | 8% | 2%
COc1cccc2[nH]c(C(=O)NCCc3ccccc3)cc12
    -0.3% | -1% | 3%
O=C(Cc1ccc(Cl)cc1)Nc1cccc(C(=O)Nc2ccccc2C(=O)O)c1
    1.1% | 3% | 1%
COc1ccc(N(CC(=O)NC2CCCC2)C(=O)CCC(=O)Nc2nc(C)cs2)cc1OC
    -0.3% | -5% | 0%
CC1=C(C(=O)Nc2ccccc2C(=O)N2CCC(C)CC2)SCCO1
    0.7% | -1% | 0%
CCOc1ccc(N(CC(=O)NCc2ccccc2)C(=O)CCC(=O)Nc2nccs2)cc1
    0.2% | 1% | 0%
Oc1ccccc1N1CCN(c2ncnc3scc(-c4ccccc4)c23)CC1
    0.6% | 2% | 3%
O=C(NC1CCC(=O)N(CCOc2ccccc2)CC1)OCc1ccccc1 (stereo not given)
    -0.3% | 4% | 0%
CC(C)NC(=O)C1CCCN(S(=O)(=O)c2cccc3nonc23)C1 (stereo not given)
    -0.6% | 4% | 0%
CN(C(=O)CC1C(=O)NCCN1Cc1ccc(F)cc1Cl)C1CCCCC1 (stereo not given)
    -0.3% | 0% | -4%
Cc1cc(F)ccc1S(=O)(=O)N1CCCOC1CNC(=O)C(=O)NCCc1ccccc1 (stereo not given)
    -1.1% | -6% | 10%
COc1ccc(C(=O)CNc2cccc(F)c2)cc1
    0.3% | 3% | 1%
O=C(O)c1ccc(S(=O)(=O)NCc2ccc3c(c2)OCO3)cc1
    -0.2% | 9% | 2%
